KOR beta-arrestin-1 – KOR antagonists, beta-arrestin recruitment, cell-based, luminescence, uHTS (AID 1778); KOR beta-arrestin recruitment, luminescence, antagonist mode; higher % means a stronger effect; one-dose inhibition, % at 10 µM; IC50 in µM for titrated hits; actives 0.091% (n = 290,000); in the data active = inhibition above about 50%; also: strong numbers were not always called active
AID2073 – inhibitors of Mint1-CaV2.2 protein interaction, biochemical, HTRF (AID 2073). HTRF protein-protein interaction, Mint1-CaV2.2; higher % means a stronger effect. actives 0.19% (n = 290,000). inhibition, % at 20 µM, or IC50 in µM where a hit was titrated; in the data active = inhibition mostly above about 51%, no sharp cut-off; also: some results filed as inactive read as strong as hits
KOR beta-arrestin-2 – KOR agonists, beta-arrestin recruitment, primary screen, cell-based, luminescence, uHTS (AID 1777); KOR beta-arrestin recruitment, luminescence; higher % means a stronger effect; activation, % at 10 µM, or EC50 in µM where a hit was titrated; actives 0.02% (n = 280,000); in the data active = activation above about 50%, passing the limit was not always enough; also: a part of the inactive calls stands beside numbers as strong as those of hits
HIV fusion peptide – cell-free HIV fusion peptide-binding blockers – biochemical, uHTS, fluorescence dequenching, primary screen (AID 1986). cell-free peptide binding, fluorescence dequenching, 30 min; higher % means a stronger effect. inhibition, % at 20 µM; hits with a dose series show IC50 in µM. actives 0.3% (n = 290,000); in the data active = inhibition mostly above about 52%, no sharp cut-off; inactive = mostly below about 76%; also: some results filed as inactive read as strong as hits
NOD1 NF-kB reporter – NOD1 signaling inhibitors, primary screen, cell-based, luminescence, uHTS (AID 1578); NOD1-driven NF-kB luciferase reporter cells, luminescence; higher % means a stronger effect; inhibition, % at 4 µM, or EC50 in µM where a hit was titrated; actives 1% (n = 290,000); in the data active = inhibition mostly above about 36%, no sharp cut-off; inactive = mostly below about 34%;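 also: HEK-293T reporter cells stimulated with the NOD1 agonist gamma-tri-DAP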
GPR55 LPI antagonism – inhibition of LPI-stimulated GPR55 beta-arrestin translocation – imaging, U2OS, beta-arrestin-GFP, LPI agonist, primary screen (AID 2013); U2OS GPR55 beta-arrestin-GFP translocation imaging, LPI antagonism; higher % means a stronger effect; inhibition, % at 10 µM; hits with a dose series show IC50 in µM; actives 0.13% (n = 290,000);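 active = spots per cell inhibited over 60%, with over 100 cells counted and total cytoplasm intensity under 500,000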;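 also: U2OS cells stably carrying GPR55 and arrestin-GFP stimulated by 5 µM LPI near EC80; imaged beta-arrestin-GFP aggregate spots per cell after agonist stimulation; plate controls were LPI-stimulated DMSO wells for no effect and DMSO wells without LPI for full effect; some results filed as inactive read as strong as hits; confirmed hits need IC50 under 10 µM and bright autofluorescent wells are also inconclusive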
SIAH1 antagonists – Siah-1 peptide-binding antagonists, primary screen, biochemical, fluorescence polarization, rhodamine-plectin, uHTS (AID 1817) | Siah-1 / rhodamine-plectin peptide fluorescence polarization; higher % means a stronger effect | actives 0.02% (n = 290,000) | displacement, % at 20 µM; hits with a dose series show IC50 in µM;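 active = displacement of at least 50% at 20 µM, with a fluorescence ratio check between 0.3 and a set limit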;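 also: plate controls were Siah plus tracer with DMSO for no effect and tracer alone without Siah for full effect; strong numbers were not always called active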
GPR55 activation – selective activators of receptor GPR55 – imaging, U2OS cells, beta-arrestin-GFP redistribution, primary screen (AID 1961). one-dose activation, % at 10 µM; EC50 in µM for titrated hits. actives 0.048% (n = 290,000). U2OS GPR55 beta-arrestin-GFP redistribution imaging; higher % means a stronger effect;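 active = activation above 40% with more than 50 cells counted in the well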;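 also: U2OS osteosarcoma cells stably expressing GPR55 and beta-arrestin-GFP; plate controls were DMSO negative control for no effect and LPI positive control for full effect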
GPR35 arrestin U2OS – inhibition of zaprinast-stimulated GPR35 beta-arrestin translocation – imaging, U2OS, beta-arrestin-GFP, zaprinast agonist, primary screen (AID 2058) | U2OS GPR35 beta-arrestin-GFP translocation imaging, zaprinast antagonism; higher % means a stronger effect | one-dose inhibition, % at 10 µM; IC50 in µM for titrated hits | actives 0.052% (n = 290,000);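 active = inhibition of at least 50% with at least 30 cells and total cytoplasm GFP at most 10,000,000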
Numbers without * were called inactive; / = no result given; [ ] = remark or other dose. Not all compounds are listed; rates above refer to the full screens.

SMILES	KOR beta-arrestin-1	AID2073	KOR beta-arrestin-2	HIV fusion peptide	NOD1 NF-kB reporter	GPR55 LPI antagonism	SIAH1 antagonists	GPR55 activation	GPR35 arrestin U2OS
CC1CN(C(=O)CCC(=O)NC2CCN(Cc3ccccc3)CC2)c2ccccc2O1 (configuration not stated)	-17.9%[20 µM]	2.3%	-0.1%	0.4%	9.8%	11.1%	-9.2%	-0.1%	-1.8%
CSc1nc(C)cc(OCC(=O)N2CCOCC2)n1	-92.3%	3.6%	4.1%	0.8%	28.4%	-1.3%	-7.4%	0.6%	4.4%
COc1ccc(C(=O)Nc2cc(=O)n(C)c(=O)n2C)cc1	-33.2%	14.0%	0.5%	-0.1%	-11.2%	-2.8%	-0.8%	-0.4%	-14.6%
CC(=O)c1ccc(NS(=O)(=O)c2ccc3c(c2)N(C)CCO3)cc1	-34.7%	9.5%	0.6%	0.3%	26.3%	3.0%	1.0%	-0.1%	-1.9%
Clc1ccc(SCc2cc(-c3ccc(Cl)cc3)on2)cc1	-16.1%	3.2%	-3.6%	3.9%	-6.2%	14.4%	1.8%	1.3%	1.7%
O=[N+]([O-])c1c(NCc2ccco2)ccc2nonc12	-19.3%	-4.5%	-1.8%	9.9%	0.3%	-1.7%	-3.1%	0.0%	2.4%
C/C(=N\NC(=O)c1ccc(O)cc1)c1cccc(NC(=O)c2ccccc2C)c1	-16.3%	0.4%	-0.2%	0.9%	-34.4%	5.1%	-0.3%	0.0%	-3.4%
CC/C(=N\NC(=S)Nc1ccc(OC)cc1)c1ccc(OC(F)F)cc1	8.4%	-25.0%	1.6%	-0.1%	13.9%	-1.1%	-3.9%	-0.2%	-11.7%
CCOc1ccc(C2NC(=O)NC(C)=C2[N+](=O)[O-])cc1OC (configuration not stated)	11.7%	-19.2%	8.0%	-0.3%	-11.3%	8.1%	20.4%	0.0%	-2.7%
CN(C)/C(CN1CCCCC1)=C1\N=C(c2ccccc2)OC1=O	-5.0%	23.1%	1.5%	-0.9%	3.0%	11.6%	2.1%	-0.2%	0.6%
O=C(O)COc1c(-c2ccco2)oc2ccccc2c1=O	1.0%	12.7%	6.1%	2.3%	-23.3%	16.0%	4.4%	0.3%	-6.9%
O=C(NCc1n[nH]c(=S)n1-c1ccc(Cl)c(Cl)c1)c1cccs1	14.0%	-11.2%	0.8%	-1.6%	-17.1%	21.4%	-2.5%	-0.3%	-5.6%
O=C(NNC(=O)C1CCCN(c2ncccn2)C1)c1ccc(F)cc1 (configuration not stated)	-7.4%	3.0%	1.7%	-2.0%	8.9%	15.8%	5.2%	-0.2%	-11.9%
CCCc1cc(=O)oc2cc(C)cc(OCc3nn[nH]n3)c12	3.3%	12.3%	-1.7%	-0.2%	-20.7%	7.9%	1.4%	-0.3%	-6.9%
COCCNC(=O)CSc1nc2ccccc2c(=O)n1CCC(=O)NCCc1ccc(OC)c(OC)c1	-6.1%	-10.2%	-2.8%	-0.7%	-18.0%	15.7%	-2.7%	0.2%	0.8%
COc1ccc(CNC(=O)C(=O)NCC2OCCN2S(=O)(=O)c2ccccc2)cc1 (configuration not stated)	-7.9%	20.6%	-0.7%	2.1%	-34.2%	10.9%	-7.6%	-0.1%	7.4%
COc1ccc(S(=O)(=O)N2CCc3ccccc32)cc1NC(C)=O	-17.4%[20 µM]	-7.8%	-6.0%	0.4%	-13.0%	10.9%	5.8%	0.2%	-7.8%
NS(=O)(=O)c1ccc(CCNC/C=C/c2ccccc2)cc1	-1.8%	6.1%	5.1%	-1.7%	-14.6%	12.7%	-1.1%	-0.2%	10.1%
CC(O)Cc1cn(CC(=O)N2CCNCC2)nn1 (configuration not stated)	35.8%	6.8%	3.9%	1.4%	9.7%	2.1%	10.0%	-0.1%	0.2%
Cc1c(CCOC(=O)c2ccccc2)sc[n+]1Cc1ccccc1	31.8%	-6.7%	-4.0%	0.5%	-34.1%	-1.9%	-6.2%	-0.4%	-16.0%
COc1ccccc1CNC(=O)c1nccnc1CO	5.1%	-8.8%	0.0%	-0.2%	-8.3%	14.5%	5.1%	0.2%	-21.6%
COCc1c(C(=O)N/N=C/c2c[nH]c3ccccc23)nnn1-c1nonc1N	1.4%	2.4%	-2.7%	-1.2%	1.4%	-5.7%	1.0%	0.6%	-2.1%
OC1(c2cccc(C(F)(F)F)c2)CCN(c2ncnc3c2[nH]c2ccc(F)cc23)CC1	-25.2%	10.5%	21.1%	-2.5%	-8.4%	7.0%	-3.4%	-0.4%	3.2%
NNC(=S)NCCc1ccccc1	15.7%[20 µM]	-3.2%	-2.1%	0.2%	-35.1%	9.9%	-0.1%	-0.1%	0.7%
O=C(NCCCCNC(=O)c1ccco1)c1ccco1	-17.6%	-3.0%	-4.3%	2.8%	-25.5%	-4.0%	6.0%	0.1%	0.8%

Continued, starting with the last four of the part before.
SMILES	KOR beta-arrestin-1	AID2073	KOR beta-arrestin-2	HIV fusion peptide	NOD1 NF-kB reporter	GPR55 LPI antagonism	SIAH1 antagonists	GPR55 activation	GPR35 arrestin U2OS
COCc1c(C(=O)N/N=C/c2c[nH]c3ccccc23)nnn1-c1nonc1N	1.4%	2.4%	-2.7%	-1.2%	1.4%	-5.7%	1.0%	0.6%	-2.1%
OC1(c2cccc(C(F)(F)F)c2)CCN(c2ncnc3c2[nH]c2ccc(F)cc23)CC1	-25.2%	10.5%	21.1%	-2.5%	-8.4%	7.0%	-3.4%	-0.4%	3.2%
NNC(=S)NCCc1ccccc1	15.7%[20 µM]	-3.2%	-2.1%	0.2%	-35.1%	9.9%	-0.1%	-0.1%	0.7%
O=C(NCCCCNC(=O)c1ccco1)c1ccco1	-17.6%	-3.0%	-4.3%	2.8%	-25.5%	-4.0%	6.0%	0.1%	0.8%
NC(Cc1c[nH]c2ccccc12)C(=O)NCc1ccco1 (configuration not stated)	-7.0%	-4.2%	0.4%	-0.9%	-35.9%	5.9%	19.3%	-0.2%	12.9%
CC(C)COC(=O)c1ccccc1OC(=O)c1ccncc1	-8.6%	-2.3%	-2.3%	-0.9%	-54.3%	-11.4%	0.1%	0.5%	1.6%
COc1ccc2[nH]c(=O)c(C(c3nnnn3CC3CCCO3)N3CCCCC3)cc2c1 (configuration not stated)	-10.0%	-8.5%	1.0%	-0.9%	-48.4%	11.4%	1.6%	0.2%	10.7%
CCN(CC)C(=O)CSc1nnc(-c2ccccn2)n1-c1ccc(C)c(C)c1	5.5%	-7.1%	-0.9%	3.6%	-19.5%	18.5%	3.0%	0.3%	8.8%
Cc1ccc(-c2[nH]ncc2/C=N/n2c(C)nc3ccccc3c2=O)cc1	-14.9%	16.7%	2.5%	2.4%	-6.6%	-0.6%	14.7%	0.3%	1.8%
COc1cccc(C(=O)SC2=NCCS2)c1	14.7%	26.8%	-4.0%	8.0%	-6.4%	14.0%	3.6%	0.3%	8.5%
C=C(C)C(=O)NC1=NN(c2ccccc2)C(=O)C1	21.2%	44.1%	-1.7%	11.3%	-16.9%	9.5%	15.8%	0.3%	-19.3%
CCC(C)[C@H](NC(=O)c1cc2cc(Cl)ccc2n1C)C(=O)N1CCC[C@H]1C(=O)O (some centres not stated)	-26.9%[20 µM]	9.7%	-1.5%	5.0%	-11.4%	-12.2%	8.0%	1.1%	5.4%
CC(C)C(=O)Nc1ccc(O)c(-c2csc(N)n2)c1	-50.7%[20 µM]	-10.6%	/	-2.5%	-40.7%	-2.0%	-1.5%	0.5%	14.1%
O=C(Oc1ccccc1N1C(=O)C2CC=CCC2C1=O)c1ccc(Br)cc1 (configuration not stated)	20.1%	7.9%	0.1%	4.2%	-31.4%	4.7%	19.1%	-0.3%	3.5%
Cc1c(O)c(=O)ccn1Cc1ccccc1	-0.9%	7.5%	-0.5%	0.4%	-5.7%	16.4%	23.0%	-0.3%	-9.9%
Fc1ccc(CN2CCCCCCC2)cc1F	3.3%	-7.3%	6.3%	-3.1%	4.3%	17.2%	1.3%	-0.1%	2.0%
O=C(Nc1ccccc1F)C1CCN(C(=O)Cc2ccccc2)CC1	-1.8%	-14.5%	/	-2.0%	0.5%	-5.7%	1.2%	-0.2%	-6.6%
COC(=O)c1cc2c(s1)CS(=O)C2 (configuration not stated)	8.8%	6.1%	3.8%	1.8%	-6.6%	-3.3%	-1.9%	0.1%	15.6%
COc1cccc(C(=O)NC(=S)Nc2ccc(N3CCCC3)cc2)c1	-23.4%	-27.9%	2.9%	0.0%	27.5%	13.1%	-2.1%	0.2%	7.9%
CN(/N=C/c1ccc(Cl)cc1Cl)c1ncc(Cl)cc1C(F)(F)F	-5.5%	2.5%	1.6%	-0.1%	-5.7%	14.3%	-1.4%	-0.4%	2.6%
CC1=CS(=O)(=O)CC1Sc1nc(C)n[nH]1 (configuration not stated)	-3.9%	6.8%	-2.3%	1.5%	-43.0%	-3.8%	8.7%	0.3%	1.4%
COC(=O)CN1C(=O)CC(C)(C)S(=O)c2ccccc21 (configuration not stated)	8.1%	2.9%	-1.8%	1.9%	-12.7%	9.1%	2.5%	-0.3%	-5.4%
CC(C)(C)C(=O)Cn1c[n+](N)cn1	3.7%	15.3%	-2.0%	0.6%	-3.5%	-3.2%	2.5%	0.1%	-5.3%
COc1ccc(C(=O)Nc2ccccc2C(=O)NC(Cc2ccc(O)cc2)C(=O)NNC(=O)c2ccncc2)cc1 (configuration not stated)	2.5%	3.7%	-3.6%	3.5%	-10.2%	-2.5%	-3.7%	0.1%	1.2%
N#Cc1ccc2[nH]c(CO)c(-c3ccccc3)c2c1	-11.2%[20 µM]	19.9%	0.0%	3.7%	14.8%	0.3%	11.6%	-0.3%	0.6%
Cc1ccnc2nc(C(=O)Nc3ccc(N4CCOCC4)cc3)nn12	6.7%	3.4%	-2.4%	-0.2%	-12.5%	-3.1%	-3.0%	-0.4%	-4.6%
CSc1nc(-c2ccccc2)nn1C(=O)c1ccc(C)cc1	5.1%	-21.7%	1.2%	-1.6%	5.5%	-25.7%	-0.5%	0.0%	-6.1%
COc1ccccc1CNC(=O)C(CC(C)C)NC(=O)C1CCC(C)CC1 (configuration not stated)	-37.9%	-6.2%	5.4%	7.5%	-1.7%	5.2%	-0.8%	0.0%	16.2%
CCOC(=O)CC/C(C)=N\N=C1\SC(CC(=O)O)C(=O)N1c1ccccc1 (configuration not stated)	3.7%	-14.0%	8.1%	-3.1%	2.1%	-1.6%	3.0%	0.2%	3.2%
C=CCN1C(=O)C(Cc2ccc(OCC)cc2)SC1=Nc1ccc(C(=O)O)cc1 (configuration not stated)	17.7%	11.0%	0.9%	5.9%	-17.1%	14.9%	10.0%	-0.2%	-7.1%
COc1cccc(C(=O)CN(C(=O)c2ccc(Cl)c(Cl)c2)N2C(=O)c3ccccc3C2=O)c1	20.1%	-2.2%	2.2%	-3.5%	/	5.3%	2.7%	0.2%	-12.1%
